KCNQ1 block – inhibitors of human KCNQ1 potassium channel; P51787; CHO-K1 KCNQ1, FluxOR thallium flux fluorescence; active compounds read high; B-score at 10 µM; 310,000 compounds, 1.3% hits; AID 2642;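 active = compounds whose thallium flux B-score, printed positive for inhibition, exceeds three library SD while starting fluorescence stays within three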;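 also: channel opened by potassium depolarization with thallium stimulus after 20 min compound exposure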
SKKanGAS inh – SKKanGAS growth inhibition; inhibition, % at 7.5 µM; S. pyogenes SKKanGAS, kanamycin growth, BacTiter-Glo, 6 h; 300,000 compounds, 1.3% hits;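 active = mean replicate score, as percent of positive control median, at least 50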;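 also: strain carries kanamycin resistance gene driven by streptokinase promoter and grows in 40 µg/ml kanamycin; loss of luminescence reflects streptokinase promoter inhibition or plain growth inhibition; 0% = median of DMSO wells and 100% = positive control at its reference dose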
TMEM16A inh – inhibitors of mouse TMEM16A calcium-activated chloride channel. Q8BHY3. HEK293 TMEM16A/YFP iodide influx fluorescence, ionomycin. normalized B-score (activity score, 25-100; higher = stronger inhibition) at 10 µM. 310,000 compounds, 1.2% hits. AID 588511;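 active = ratio plate-corrected score three or more library SD toward inhibition, starting fluorescence score within five deviations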;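 also: score derived from kinetic fluorescence span divided by baseline fluorescence per well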
RGS4 pot – potentiators or activators of RGS4 | HEK293 M3R/inducible RGS4, carbachol calcium flux Fluo4; active compounds read low | B-score at 10 µM | 310,000 compounds, 0.92% hits;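 active = B-score of the integrated calcium signal more than 4 SD below the library mean, with starting fluorescence not abnormally high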;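 also: negative B-score means reduced calcium response which marks RGS4 activation or potentiation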
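Test system: HEK293 cells with stable M3R and inducible RGS4; also added: carbachol at ECmax as muscarinic agonist stimulus; schedule: dye loading 30 min 37 °C, buffer rest 30 min RT; technique: kinetic calcium fluorescence imaging with Fluo4-AM dye, 2 µM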
TMEM16A act – mouse TMEM16A channel activation, primary screen | Q8BHY3 | 340,000 compounds, 0.3% hits | B-score at 10 µM | HEK293 TMEM16A/YFP-H148Q/I152L, iodide quench fluorescence; active compounds read low;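 active = fluorescence-ratio B-score plate-corrected deviation score at least 3 library SD below zero, with starting fluorescence score within 5 deviations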;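 also: channel opened by trigger with iodide after compound preincubation; score built on the fluorescence ratio of max minus min over baseline; more negative score means more quench and so TMEM16A activation or potentiation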
KCNQ1 act – human KCNQ1 channel potentiation or activation; P51787; CHO-K1 KCNQ1, thallium flux FluxOR fluorescence; active compounds read high; B-score at 10 µM; 310,000 compounds, 0.35% hits; AID 2648;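 active = fluorescence ratio B-score, a plate-corrected score, at least three library SD, with initial intensity B-score within 5 SD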
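Medium – assay buffer, equal DMSO in all wells · Material – CHO-K1 cell line with stable KCNQ1 potassium channel expression · Signal – kinetic FluxOR thallium fluorescence, 10-s 1-Hz baseline, 110-s post-stimulus read · Compound – single concentration per compound, DMSO matched to controls · Schedule – 37 °C overnight plating, 90-min dark dye load, 20-min compound pretreatment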
RGS4 inh – human RGS4 inhibition; B-score at 10 µM; P49798; AID 463165; 310,000 compounds, 0.45% hits; HEK293 M3R/RGS4 inducible, Fluo-4 calcium flux; active compounds read high; triggered by carbachol at its EC20;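 active = B-score, a plate-corrected calcium signal, over three deviations above library mean, with baseline fluorescence within five deviations of library mean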;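 also: RGS4 expression induced by doxycycline in cells with stable M3 receptor; B-score is computed from the integrated fluorescence ratio over baseline after carbachol; higher B-score means a larger calcium signal and so more RGS4 inhibition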
Target sequence (P49798 whole entry, looked up): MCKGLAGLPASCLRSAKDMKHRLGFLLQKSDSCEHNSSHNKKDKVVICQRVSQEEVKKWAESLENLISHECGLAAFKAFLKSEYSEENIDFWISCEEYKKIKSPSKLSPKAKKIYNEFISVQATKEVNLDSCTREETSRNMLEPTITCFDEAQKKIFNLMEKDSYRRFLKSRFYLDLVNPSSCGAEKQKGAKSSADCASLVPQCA
KCNK3 block – human KCNK3 channel inhibition, primary screen | O14649 | CHO-KCNK3 thallium flux, FluxOR fluorescence; active compounds read low | B-score at 10 µM | 340,000 compounds, 0.84% hits | AID 602410;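 active = B-score under library mean minus 4 SD, starting fluorescence ratio at most library mean plus 5 SD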;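 also: more negative B-score means stronger inhibition of thallium flux through KCNK3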
HDAC3 inhib – inhibitors of human histone deacetylase 3; O15379; recombinant HDAC3, fluorogenic peptide/trypsin coupled, fluorescence; inhibition, % at 8.3 µM; 320,000 compounds, 0.15% hits; in the data active = inhibition above about 26%, passing the limit was not always enough
Target sequence (O15379 whole entry, looked up): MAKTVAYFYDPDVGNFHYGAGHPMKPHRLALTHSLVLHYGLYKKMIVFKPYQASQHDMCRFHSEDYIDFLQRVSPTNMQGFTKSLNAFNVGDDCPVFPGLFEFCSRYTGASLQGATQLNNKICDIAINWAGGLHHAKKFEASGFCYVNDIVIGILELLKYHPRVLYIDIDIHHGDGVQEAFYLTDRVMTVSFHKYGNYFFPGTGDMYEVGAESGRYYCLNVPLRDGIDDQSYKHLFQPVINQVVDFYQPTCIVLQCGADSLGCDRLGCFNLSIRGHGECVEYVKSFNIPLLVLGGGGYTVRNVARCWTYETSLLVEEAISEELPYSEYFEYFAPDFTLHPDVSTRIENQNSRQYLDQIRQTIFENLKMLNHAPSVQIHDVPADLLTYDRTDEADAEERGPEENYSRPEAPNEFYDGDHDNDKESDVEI
KCNK9 inh – blocks the human KCNK9 two-pore domain potassium channel; Q9NPC2; HEK293 KCNK9, FluxOR thallium flux fluorescence; active compounds read low; B-score at 10 µM; 310,000 compounds, 1.2% hits; AID 488922;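 active = ratio B-score over 3 SD below the library mean, with starting fluorescence within 5 SD of its mean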;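 also: negative B-score means less thallium flux so channel inhibition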
Target sequence (Q9NPC2 whole entry, looked up, the tested form may be a part): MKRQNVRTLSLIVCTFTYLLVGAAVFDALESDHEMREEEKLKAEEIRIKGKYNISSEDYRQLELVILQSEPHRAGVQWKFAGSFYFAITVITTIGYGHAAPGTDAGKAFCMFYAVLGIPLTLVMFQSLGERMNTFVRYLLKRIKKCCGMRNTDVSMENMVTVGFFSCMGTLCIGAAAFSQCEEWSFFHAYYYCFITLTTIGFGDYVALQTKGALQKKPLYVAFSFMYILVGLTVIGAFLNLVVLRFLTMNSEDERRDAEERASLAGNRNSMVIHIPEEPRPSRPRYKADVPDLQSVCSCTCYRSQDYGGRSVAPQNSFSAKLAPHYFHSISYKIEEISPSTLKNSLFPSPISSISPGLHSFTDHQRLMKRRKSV
hERG rescue – hERG (human) protection from proarrhythmic block; Q12809; CHO-hERG, FluxOR thallium flux, dofetilide IC70 present; activation (rescue from dofetilide block), less the hit threshold, % at 10 µM; 310,000 compounds, 0.51% hits; AID 1511;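 active = activation above the mean of controls blocked by dofetilide plus 5 SD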;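 also: thallium influx through hERG after potassium depolarization seen as dye fluorescence rise; in these data hits start at about 4.7%; inactives centre near -7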
* = called active by the depositor; i = inactive; nt = no result given.

SMILES	KCNQ1 block	SKKanGAS inh	TMEM16A inh	RGS4 pot	TMEM16A act	KCNQ1 act	RGS4 inh	KCNK3 block	HDAC3 inhib	KCNK9 inh	hERG rescue
O=C(CN1CCN(S(=O)(=O)c2ccccc2)CC1)Nc1ccc2c(c1)OCO2	i	-1	i	i	i	i	i	i	1	i	-9
COc1ccccc1NC(=O)c1cc2c(CO)cnc(C)c2oc1=Nc1cccc(C(N)=O)c1	i	15	i	i	i	i	i	i	2	i	-2
N=C1N(/N=C/c2ccccc2)C(=Nc2ccccc2)C(=S)N1c1ccccc1	i	22	i	i	i	i	i	i	7	i	-14
O=c1c2cc(Br)ccc2[nH]c(=S)n1Cc1ccccn1	i	-11	i	i	i	i	i	i	5	i	-6
CCSc1cc(N2CCCC2)nc(-c2ccc(C)cc2)n1	i	-10	i	i	i	i	i	i	-1	i	1
COc1ccccc1NC(=O)COC(=O)C1CCN(/C=C/C(=O)C(F)(F)F)CC1	i	-4	i	i	i	i	i	i	2	i	-6
CC1CCCCN1C(=O)CCNS(=O)(=O)c1ccc2c(c1)c(=O)n(C)c(=O)n2C (stereo not given)	i	-7	i	i	i	i	i	i	-3	i	-8
Cc1cccc(N(C(=O)c2snc(C(N)=O)c2N)C(C)C(=O)NCC2CCCO2)c1 (stereo not given)	i	-6	i	i	i	i	i	i	-2	i	-8
O=C(NCc1ccccc1)c1c[nH]c2ccccc2c1=O	i	-2	i	i	i	i	i	i	-6	i	-10
CN(C)/N=C/c1cc([N+](=O)[O-])ccc1O	i	1	i	i	i	i	i	i	5	i	-11
NC(=O)Cc1nc(-c2ccc(Br)cc2)cs1	i	-5	i	i	i	i	i	i	-1	i	-4
O=C(CSc1ccc2nnc(-c3ccccn3)n2n1)N1CCOCC1	i	8	i	i	i	i	i	i	-8	i	-16
C=CCOCCN(CCOCC=C)C1=NS(=O)(=O)c2ccccc21	i	3	i	i	i	i	i	i	4	i	-4
COCCNC(=O)COc1ccccc1C	i	-2	i	i	i	i	i	i	-7	i	-11
CN(CC(=O)N1CCCCC1)S(=O)(=O)c1cccc2cccnc12	i	-2	i	i	i	i	i	i	-10	i	-3

Fetched one by one from the list above (six):
SMILES	KCNQ1 block	SKKanGAS inh	TMEM16A inh	RGS4 pot	TMEM16A act	KCNQ1 act	RGS4 inh	KCNK3 block	HDAC3 inhib	KCNK9 inh	hERG rescue
O=C(NCc1ccccc1)c1c[nH]c2ccccc2c1=O	i	-2	i	i	i	i	i	i	-6	i	-10
COCCNC(=O)COc1ccccc1C	i	-2	i	i	i	i	i	i	-7	i	-11
NC(=O)Cc1nc(-c2ccc(Br)cc2)cs1	i	-5	i	i	i	i	i	i	-1	i	-4
COc1ccccc1NC(=O)c1cc2c(CO)cnc(C)c2oc1=Nc1cccc(C(N)=O)c1	i	15	i	i	i	i	i	i	2	i	-2
Cc1cccc(N(C(=O)c2snc(C(N)=O)c2N)C(C)C(=O)NCC2CCCO2)c1 (stereo not given)	i	-6	i	i	i	i	i	i	-2	i	-8
CN(C)/N=C/c1cc([N+](=O)[O-])ccc1O	i	1	i	i	i	i	i	i	5	i	-11

Remaining list, next part:
SMILES	KCNQ1 block	SKKanGAS inh	TMEM16A inh	RGS4 pot	TMEM16A act	KCNQ1 act	RGS4 inh	KCNK3 block	HDAC3 inhib	KCNK9 inh	hERG rescue
O=C1OCCC1Sc1ncnc2sccc12 (stereo not given)	i	-8	i	i	i	i	i	i	-4	i	-5
O=C(COC(=O)C1=COCCO1)NC(=O)c1ccc(OC(F)F)cc1	i	-2	i	i	i	i	i	i	-5	i	-12
O=C(Cn1c(-c2cscn2)nc2ccccc21)Nc1ccccc1F	i	-3	i	i	i	i	i	i	-1	i	-6
O=C(c1ccccn1)N1CCN(c2cccc(C(F)(F)F)c2)CC1	i	-12	i	i	i	i	i	i	6	i	-16
CCCOc1ccc(CCC(=O)O)cc1	i	-3	i	i	i	i	i	i	-1	i	-7
CCCCNC(=O)N1CCN(c2ccnc3cc(Cl)ccc23)CC1	i	-5	i	i	i	i	i	i	1	i	-9
COc1ccc(Cc2nnc(NC(=O)c3cc(OC)c(OC)c(OC)c3)s2)cc1OC	i	-2	i	i	i	i	i	i	9	i	-17
O=C(CCCN1C(=O)/C(=C/c2cccs2)SC1=S)Nc1ccc(C(=O)O)cc1	i	7	i	i	i	i	i	i	3	i	-4
O=C(NC1CCCCC1)C(c1ccccn1)N(C(=O)c1csnn1)c1ccccc1 (stereo not given)	i	-4	i	i	i	i	i	i	0	i	-4
COc1cccc(NC(=O)CN2CCN(CC(=O)Nc3ccccc3Cl)CC2)c1	i	4	i	i	i	i	i	i	1	i	-7
CCOC(=O)c1cnc2ncnn2c1N	i	2	i	i	i	i	i	i	3	i	-13
O=C(Nc1nonc1-c1ccc(F)cc1)c1ccco1	i	0	i	i	i	i	i	i	-2	i	-7
O=C(Nc1cc(S(=O)(=O)N2CCOCC2)ccc1N1CCCC1)C1CC1	i	-5	i	i	i	i	i	i	-7	i	-3
Cc1ccc(-c2csc(NC(=O)c3ccc(S(=O)(=O)N4CCc5ccccc54)cc3)n2)cc1	i	6	i	i	i	i	i	i	-4	i	-14
COc1ccc(-n2c(COc3ccc(Cl)cc3)nnc2SCc2ccc(C#N)cc2)cc1	i	22	i	i	i	i	i	i	-10	i	-12
CS(=O)(=O)N(CC(=O)Nc1cccc(Cl)c1Cl)c1ccccc1	i	8	i	i	i	i	i	i	0	i	-16
Cc1cccc(-n2c(N)cc(=O)nc2SCC(=O)Nc2ccccc2)c1	i	20	i	i	i	i	i	i	6	i	-9
CSc1ccc(NC(=O)Nc2ccc(C(=O)NCC(=O)O)cc2)cc1	i	-5	i	i	i	i	i	i	-1	i	-8
COc1cccc(NC(=O)c2oc3ccc(S(=O)(=O)N4CCOCC4)cc3c2C)c1	i	10	i	i	i	i	i	i	7	i	-30
Cc1ccc(C)c(N2CCN(C(=O)CCNC(=O)Cn3ccc4ccccc4c3=O)CC2)c1	i	-6	i	i	i	i	i	i	9	i	-6
Cc1ccc(C(=O)N/C(=C\c2cn(-c3ccccc3)nc2-c2ccccc2)C(=O)N2CCOCC2)cc1	i	13	i	i	i	i	i	i	-2	i	-9
O=C(Cn1nc2ccccc2n1)N/N=C/c1cc([N+](=O)[O-])ccc1O	i	104*	i	i	i	i	i	i	7	i	-9
CCCC(=O)Nc1nnc(S(=O)(=O)N(CC)c2ccccc2)s1	i	13	i	i	i	i	i	i	-3	i	-3
CCN(C(=O)c1ccc2c(=O)n3c(nc2c1)CCCCC3)c1ccc(F)cc1	i	-1	i	i	i	i	i	i	-13	i	-5
C=CCCN(C(C(=O)OC)C(C)C)S(=O)(=O)c1ccccc1Br (stereo not given)	i	8	i	i	i	i	i	i	3	i	-7
Cc1cc(C)cc(-n2c(SCC(=O)Nc3cccc(S(=O)(=O)NC4=NCCCCC4)c3)nc3ccccc3c2=O)c1	i	11	i	i	i	i	i	i	4	i	-10
CC(C)C(NC(=O)CCN1C(=O)c2ccccc2C1=O)c1ccccc1 (stereo not given)	i	-1	i	i	i	i	i	i	1	i	-3
Fc1cccc2sc(Nc3nnc(-c4ccco4)o3)nc12	i	72*	i	i	i	21*	i	i	-18	i	13*
O=C(Nc1ccccc1)N1CCCC(c2nc(-c3ccc(F)cc3)no2)C1 (stereo not given)	i	-6	i	i	i	i	i	i	5	i	-14
COc1ccc(/C=C(\NC(=O)c2ccc(C)cc2)C(=O)NCCCn2ccnc2)cc1	i	2	i	i	i	i	i	i	2	i	-23
Cc1cc(N/N=C/c2ccc(Cl)cc2)nc(NCc2ccccc2)n1	i	3	i	i	i	i	i	i	22	i	-3
COC(=O)c1sc2ccccc2c1NC(=O)c1ccc(S(=O)(=O)N2CCCC(C)C2)cc1 (stereo not given)	i	6	i	i	i	i	i	i	6	i	-8
O=C(Cn1nnc2ccccc21)c1ccccc1	i	2	i	i	i	i	i	i	-6	i	-7
O=C(COc1ccc(Cl)cc1)NNC(=O)CSc1nncs1	i	-1	i	i	i	i	i	i	-5	i	1
CN(Cc1ccsc1)C(=O)CCc1nnc(Cc2c[nH]c3ccccc23)o1	i	-4	i	i	i	i	i	i	-1	i	2
O=C(COC(=O)/C=C/c1ccc([N+](=O)[O-])cc1)NC(c1ccccc1)c1ccccc1	i	2	i	i	i	i	i	i	1	i	-3
C/C(=N\NC(N)=S)c1ccccc1	i	-9	i	i	i	i	i	i	nt	i	-7
O=C(Nc1cccc(C(F)(F)F)c1)C1CCN(S(=O)(=O)c2ccc(N3CCCC3=O)cc2)CC1	i	1	i	i	i	i	i	i	1	i	-13
CC1=NN(C(N)=S)C(=O)C1N=Nc1cccc(C(=O)O)c1 (stereo not given)	i	1	i	i	i	i	i	i	1	i	-1
Cc1ccc(C(C)NC(=O)c2ccco2)cc1C (stereo not given)	i	-2	i	i	i	i	i	i	3	i	-1
O=C(O)CSc1nc2c(c(C(F)(F)F)n1)CCc1ccccc1-2	i	-7	i	i	i	i	i	i	2	i	-6
O=C(C1=C(O)C(=O)N(CCN2CCOCC2)C1c1ccc(F)cc1)c1cc2ccccc2o1 (stereo not given)	i	7	i	i	i	i	i	i	-2	i	-6
Cn1cc(C(=O)N2CCN(c3cccc(Cl)c3)CC2)c(=O)c2cc(S(=O)(=O)N3CCOCC3)ccc21	i	0	i	i	i	i	i	i	-1	i	-9
COc1ccc(OCC(=O)OC2CCN(C)CC2)cc1	i	1	i	i	i	i	i	i	-5	i	-10
CC1COC(c2cccn2Cc2ccccc2Cl)=N1 (stereo not given)	i	10	i	i	i	i	i	i	0	i	-5
COc1ccc(CNC(=O)c2c([S-])n(-c3ccc(C)cc3)c3cccc[n+]23)cc1	i	17	i	i	i	i	i	i	12	i	-7
COc1ccc2nc(/C=N/NC(=O)CCCCCNC(=O)OC(C)(C)C)ccc2c1	i	1	i	i	i	i	i	i	-19	i	-5
O=C(NCc1cccs1)C(=O)NCC1OCCCN1S(=O)(=O)c1ccccc1 (stereo not given)	i	6	i	i	i	i	i	i	2	i	-13
CCO[C@@H]1OC(C(=O)N2CCCCCCC2)=C[C@H](c2cn(C(C)=O)c3ccccc23)[C@H]1CCCO	i	8	i	i	i	i	i	i	3	i	-9

Screening data deposited in PubChem by several laboratories.
